Screening results from PubChem.
CHOP UPR activ: activators of apoptotic CHOP UPR arm, primary screen, cell-based, CHO-CHOP luciferase reporter, luminescence, uHTS. UPR activation; percent of tunicamycin response over DMSO baseline. activation, % at 10 µM. actives 0.34% (n = 330,000). AID 449763, 2010;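 active = at 10 µM dose, activation of 40% or more, normalized to positive control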;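 note: 100% = tunicamycin at 10 µg/mL and 0% = DMSO alone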
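Material: CHO-CHOP cells, stable luciferase reporter of PERK-eIF2a-CHOP signalling; quantity: 500 reporter cells seeded per well; buffer or medium: F12 medium containing 10% fetal bovine serum; compound: one dose, 10 µM in 0.5% DMSO; incubation: 6 h compound treatment, 37 °C; measured by: Steady-Glo luciferase luminescence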
GRIN3A LBD mod: binders of NR3A ligand-binding domain, primary screen, biophysical, differential scanning fluorimetry, uHTS. Glutamate receptor ionotropic, NMDA 3A (GRIN3A) ligand-binding domain. NR3A LBD differential scanning fluorimetry, Tm shift; 0% = protein alone, 100% = glycine-bound protein. Tm shift relative to glycine control, % at 25 µM. actives 2.5% (n = 340,000). AID 1259313, 2017;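 active = melting temperature shift of at least 10% of the positive control shift, at one fixed dose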
tim23-1 inh: growth inhibitors of tim23-1 mutant yeast, primary screen, luminescence, uHTS. S. cerevisiae tim23-1 growth, BacTiter-Glo luminescence, 24 h. inhibition, % at 20 µM. actives 1.3% (n = 330,000). AID 463212, 2010;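 active = growth inhibition of the mutant yeast at or above 50%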;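 note: temperature-sensitive mutant grown at 25 °C; plate controls were DMSO-treated mutant yeast for no effect and medium wells lacking yeast for full effect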
Mdm2-MdmX inh: inhibitors of human Mdm2-MdmX association, primary screen, cell-based, luminescence, split luciferase, SaOS-2, uHTS; actives 3% (n = 330,000); AID 485346, 2010; inhibition, % at 8 µM; SaOS-2 split-luciferase Mdm2/MdmX complementation; Protein Mdm4 (Homo sapiens) + E3 ubiquitin-protein ligase Mdm2 (Homo sapiens), …;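 active = inhibition of at least 50% at 8 µM in the primary screen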
Target sequence (O15151 whole entry, looked up): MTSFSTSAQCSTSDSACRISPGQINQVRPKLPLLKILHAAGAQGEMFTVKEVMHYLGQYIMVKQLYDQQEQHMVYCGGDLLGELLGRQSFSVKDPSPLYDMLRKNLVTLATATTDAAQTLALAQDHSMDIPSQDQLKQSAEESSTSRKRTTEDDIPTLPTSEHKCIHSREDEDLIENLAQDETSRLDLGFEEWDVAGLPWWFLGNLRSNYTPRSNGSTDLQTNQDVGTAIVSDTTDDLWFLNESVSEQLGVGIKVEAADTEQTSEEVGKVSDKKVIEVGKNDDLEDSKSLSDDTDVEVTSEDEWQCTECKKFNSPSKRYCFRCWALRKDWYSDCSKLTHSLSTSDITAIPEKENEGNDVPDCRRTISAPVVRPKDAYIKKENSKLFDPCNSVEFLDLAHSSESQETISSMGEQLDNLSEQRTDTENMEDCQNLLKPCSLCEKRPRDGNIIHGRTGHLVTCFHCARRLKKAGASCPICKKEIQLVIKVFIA
Target sequence (Q00987 whole entry, looked up): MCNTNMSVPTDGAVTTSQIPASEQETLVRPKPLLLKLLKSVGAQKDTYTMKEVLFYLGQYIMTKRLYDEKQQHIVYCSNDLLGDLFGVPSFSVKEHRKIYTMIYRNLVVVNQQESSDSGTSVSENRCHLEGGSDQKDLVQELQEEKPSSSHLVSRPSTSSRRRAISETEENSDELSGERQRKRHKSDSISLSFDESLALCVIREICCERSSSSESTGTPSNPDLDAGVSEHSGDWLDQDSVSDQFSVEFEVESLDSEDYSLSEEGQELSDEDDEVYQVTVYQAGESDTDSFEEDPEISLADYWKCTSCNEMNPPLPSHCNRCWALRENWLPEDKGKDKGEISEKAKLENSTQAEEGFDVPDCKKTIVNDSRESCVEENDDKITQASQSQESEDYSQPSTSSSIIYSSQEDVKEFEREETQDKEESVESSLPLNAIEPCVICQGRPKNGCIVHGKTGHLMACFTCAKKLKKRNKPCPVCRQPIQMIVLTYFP
APJ ag: agonists of human apelin receptor APJ, primary screen, CHO-K1 cells, PathHunter beta-arrestin, luminescence; 0% DMSO wells, 100% apelin; activation, % at 20 µM; actives 0.11% (n = 330,000); AID 2520, 2010;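 active = activation more than six SD over the plate average, tested at 20 µM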;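 note: 0% = DMSO alone and 100% = apelin-13 at 10 nM; some results filed as inactive read as strong as hits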
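Assay system: CHO-K1 APJ beta-arrestin complementation cell line / Compound: single test compound dose, 20 µM final, 1% DMSO / Times: overnight seeding, 90 min compound at 25 °C, 1 h detection / Technique: beta-gal luminescence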
tim10-1 inh: growth inhibitors of tim10-1 mutant yeast, primary screen, luminescence, uHTS | S. cerevisiae tim10-1 ts strain growth, BacTiter-Glo, 24 h | inhibition, % at 20 µM | actives 2.2% (n = 330,000) | AID 463190, 2010;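 active = inhibition of at least 40%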;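 note: mutant grown at 25 °C; 0% = DMSO wells with yeast and 100% = wells holding no yeast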
NLRP3 yeast inh: NALP3 inflammasome inhibitors in reconstituted yeast, primary screen, luminescence, uHTS; Yeast reconstituted NLRP3/ASC/caspase-1, beta-gal luminescence, 24 h; actives 0.39% (n = 330,000); inhibition, % at 10 µM; AID 2825, 2010;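 active = inhibition of 50% or more; inactive = inhibition below 50%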;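 note: plate controls were induced DMSO wells for no effect and uninduced yeast grown without galactose for full effect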
TIM10 inh: growth inhibitors of isogenic TIM10 control yeast, primary screen, counter-screen for tim10-1 yeast inhibitor project, luminescence, uHTS | actives 1.4% (n = 330,000) | AID 463195, 2010 | S. cerevisiae TIM10 strain growth, BacTiter-Glo luminescence, 24 h | inhibition, % at 10 µM;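 active = inhibition of 40% or more at the single tested concentration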;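 note: wild-type TIM10 isogenic control strain grown at permissive 25 °C; 0% = DMSO yeast wells and 100% = minimal medium wells without yeast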
UPR XBP1 act: activators of adaptive XBP1 UPR arm, primary screen, cell-based, CHO-XBP1 luciferase reporter, luminescence, uHTS; activation, % at 20 µM; IRE1-XBP1 UPR activation; percent of tunicamycin response, DMSO as zero; actives 0.33% (n = 330,000);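 active = versus positive control, 20 µM dose yields 30% or more activation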;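 note: 100% = tunicamycin at 10 µg/mL and 0% = DMSO only wells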
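Material: CHO cell line with stable XBP1 luciferase reporter; buffer or medium: F12 medium containing 10% fetal bovine serum; compound: single point, 20 µM final compound, 1% DMSO; incubation: 6 h treatment, 37 °C; measured by: glow luminescence from Steady-Glo reagent; evaluation: activation, % of tunicamycin; control set: tunicamycin high, DMSO low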
The depositor's hits bear a star.

SMILES | CHOP UPR activ | GRIN3A LBD mod | tim23-1 inh | Mdm2-MdmX inh | APJ ag | tim10-1 inh | NLRP3 yeast inh | TIM10 inh | UPR XBP1 act
COc1ccc(C2C(C(=O)c3ccco3)=C(O)C(=O)N2CCN2CCOCC2)cc1 (centres undefined) | 2.9 | -1 | -10 | -7 | 3 | -24 | 11 | -5 | 0
O=C1Nc2ccccc2C1(O)Cc1ccccn1 (centres undefined) | 2.7 | 0 | 1 | 1 | -2 | 7 | 0 | -13 | 2
C=CCn1c(N)cc(=O)nc1SC(C)C(=O)Nc1ccc(C(=O)OCC)cc1 (centres undefined) | 0.4 | 15* | 9 | 24 | 2 | 20 | 15 | 6 | -1
O=C1c2ccccc2NC(c2ccccc2)N1/N=C/c1ccccc1 (centres undefined) | 0.0 | -5 | 23 | 2 | -1 | 26 | 24 | -2 | -3
CCc1noc(C)c1C(=O)NCCc1ccc(OC)c(OC)c1 | 3.1 | -1 | -14 | 9 | -3 | 11 | 8 | 7 | 0
CCCn1c(C2CCCN2c2nc(-c3ccc(OC)cc3)cs2)nc2ccccc21 (centres undefined) | -0.4 | 1 | 12 | 11 | -3 | 32 | 24 | 11 | -1
Cc1ccc(OCC(=O)NNC(=O)C2CC(=O)N(c3ccc4c(c3)OCCO4)C2)cc1 (centres undefined) | 0.6 | 3 | -14 | 18 | 1 | -3 | 1 | -3 | -1
O=C(Nc1cccc(C(F)(F)F)c1)NC1CCN(S(=O)(=O)c2ccc(F)cc2)CC1 | -1.7 | 19* | 6 | 46 | 4 | -3 | -14 | 15 | -4
O=C(Oc1ccc2c(c1)OCO2)c1cc2c(s1)CCC2 | 35 | 0 | -7 | 97* | -3 | 28 | -18 | 14 | 37*
Cc1ccc(S(=O)(=O)N2CCN(C(=O)COC(=O)c3c(C)cc(C)cc3C)CC2)c(C)c1 | 0.1 | -2 | 8 | 29 | 2 | 9 | 17 | 7 | -2
CCOC(=O)N1CCN(C(=O)CN(c2ccccc2OC)S(=O)(=O)c2ccc(C)cc2)CC1 | -1.0 | -8 | 21 | 3 | 3 | 17 | 13 | 22 | -1
Cc1nnc2c(N3CCN(CCO)CC3)nc3ccccc3n12 | 2.3 | -2 | 16 | -5 | -2 | 4 | 13 | 5 | -2

SMILES | CHOP UPR activ | GRIN3A LBD mod | tim23-1 inh | Mdm2-MdmX inh | APJ ag | tim10-1 inh | NLRP3 yeast inh | TIM10 inh | UPR XBP1 act
O=C(CCC1CCCN(C(=O)c2ccncc2)C1)NCc1ccc(F)c(F)c1 (centres undefined) | 0.6 | -1 | 0 | 14 | -1 | 1 | 7 | -19 | -1
Cc1onc(-c2ccccc2)c1C(=O)NNC(=O)c1ccccc1Br | -0.2 | 2 | 14 | -35 | -4 | 4 | 9 | 10 | -1
COc1ccc(CN2CCC(=O)N([C@H](CO)CC(C)C)CC2)cc1 | -0.1 | -2 | 0 | 6 | 3 | -23 | 14 | -7 | -2
Cn1c(CCNC(=O)c2ccccc2F)nnc1SCC(=O)Nc1nncs1 | 1.8 | 0 | -4 | 10 | -1 | 4 | 0 | -10 | -3
CCCc1cc(-c2n[nH]c(=S)n2CC)c2ccccc2n1 | 1.0 | 1 | 16 | 13 | 2 | 18 | 20 | -2 | 1
Cc1nc2nc(Cc3ccccc3)[nH]n2c(=O)c1Cc1ccccc1 | 0.0 | -4 | 1 | -11 | 2 | 20 | 3 | 10 | -1
CNc1cc(C)nc(-n2nc(C)cc2C)n1 | 1.6 | 11* | 31 | 18 | -1 | -1 | 0 | -1 | 1
COC(=O)C(C(=O)N1CCN(C)CC1)C1CCCCCC1 (centres undefined) | -0.1 | 13* | -1 | 5 | -3 | 9 | 16 | -12 | -5
Cc1nn(C(=O)Cn2ccc([N+](=O)[O-])n2)c(C)c1Br | -0.2 | 3 | 3 | -11 | 5 | -23 | 9 | -9 | 0
C=CCn1c(SCC(=O)c2ccc(O)c(O)c2)nnc1-c1cccc(C)c1 | 34 | 0 | 21 | 30 | -3 | 7 | 14 | -6 | 6
CCn1c(SC)nnc1C1CCCN(CC(=O)Nc2ccccc2N2CCOCC2)C1 (centres undefined) | -0.8 | -2 | 8 | 1 | 1 | 10 | 13 | -5 | 0
CC(C)(C)C(=O)OC/C(N)=N/OC(=O)c1ccccc1 | 3.1 | 0 | 8 | 16 | 2 | 31 | 34 | 8 | 1

SMILES | CHOP UPR activ | GRIN3A LBD mod | tim23-1 inh | Mdm2-MdmX inh | APJ ag | tim10-1 inh | NLRP3 yeast inh | TIM10 inh | UPR XBP1 act
CCOc1ccccc1NC(=O)Nc1ccc(Br)cc1C | 3.5 | -2 | 11 | -1 | 1 | -14 | 9 | 9 | 2
CCOc1ccc(S(=O)(=O)N2CCCCC2)cc1NC(=O)c1c(CC)noc1C | -1.6 | 0 | 9 | 1 | -3 | -3 | 13 | 6 | -1
CCCCN(C(=O)NC(=O)Nc1ccccc1OCC)S(C)(=O)=O | 1.4 | -1 | 21 | -39 | 5 | 29 | 12 | 7 | -1
COc1ccccc1C(=O)NC(=S)Nc1ccccc1N1CCCCC1 | 3.7 | -4 | 27 | 30 | -5 | 42* | 4 | 34 | 0
CCOC(=O)c1sc2nc3n(c(=O)c2c1C)CCC(C)CC3 (centres undefined) | 5.6 | 2 | 39 | -19 | 0 | 38 | 26 | 35 | -2
COCCNC(=O)c1ccc2c(=O)n(CCOC)c(=O)[nH]c2c1 | -1.3 | -1 | 33 | -31 | 12 | 10 | 0 | 3 | -1
CC(C)c1ccc(C(=O)NN2C(=O)C3CCCCC3C2=O)cc1 (centres undefined) | 2.6 | 25* | 21 | -18 | -4 | 19 | -2 | 21 | 0
CSc1ccc(-c2cccc([N+](=O)[O-])c2)nn1 | 0.9 | 1 | 11 | -20 | 1 | 18 | 14 | -7 | 1
CCOC(=O)CNC(=O)CCCCCC(=O)NCC(=O)OCC | 0.5 | -1 | 7 | 10 | -4 | -4 | 28 | -2 | 2
O=C1CCC(C(=O)N2CCN(c3ccccc3Cl)CC2)CN1CC1CCCCC1 (centres undefined) | 1.6 | -2 | 23 | -9 | 2 | -11 | 0 | -1 | -5
CCN(C(=O)c1cc2cccc(OC)c2oc1=O)c1ccccc1 | -1.7 | 1 | 18 | 29 | -6 | 19 | 14 | -8 | -1
Nc1cc(C(F)(F)F)ccc1N1CCOCC1 | -1.3 | -1 | -9 | 24 | -1 | 12 | -11 | -10 | -2

Three consecutive records out of the list so far, for reference:
SMILES | CHOP UPR activ | GRIN3A LBD mod | tim23-1 inh | Mdm2-MdmX inh | APJ ag | tim10-1 inh | NLRP3 yeast inh | TIM10 inh | UPR XBP1 act
CCOc1ccccc1NC(=O)Nc1ccc(Br)cc1C | 3.5 | -2 | 11 | -1 | 1 | -14 | 9 | 9 | 2
CCOc1ccc(S(=O)(=O)N2CCCCC2)cc1NC(=O)c1c(CC)noc1C | -1.6 | 0 | 9 | 1 | -3 | -3 | 13 | 6 | -1
CCCCN(C(=O)NC(=O)Nc1ccccc1OCC)S(C)(=O)=O | 1.4 | -1 | 21 | -39 | 5 | 29 | 12 | 7 | -1

(further entries)
SMILES | CHOP UPR activ | GRIN3A LBD mod | tim23-1 inh | Mdm2-MdmX inh | APJ ag | tim10-1 inh | NLRP3 yeast inh | TIM10 inh | UPR XBP1 act
CCN1CCCC1CNC(=O)Cn1ncc2c(=O)oc3ccc(C)cc3c21 (centres undefined) | -2.0 | 0 | -6 | -18 | 1 | -20 | 11 | -18 | 0
COc1ccc(N2CCN(CC(=O)c3ccc(O)cc3O)CC2)cc1 | 0.8 | -1 | -1 | 14 | -3 | -2 | 7 | 6 | 0
N#Cc1cn(Cc2cccc(Cl)c2)c2ccccc12 | 0.3 | -10 | 31 | 14 | -1 | 27 | 33 | -2 | -4
Fc1ccccc1CSc1nncn1NCc1cccs1 | -0.2 | -1 | 4 | 18 | -3 | 30 | -5 | 1 | 1
Cc1nn(C)c(=S)n1-c1ccc(Cl)cc1 | -1.6 | -1 | 10 | -11 | -2 | 6 | -7 | 10 | 2
CCc1ccc(OCC(=O)NC(NC(=S)Nc2ccccc2C)C(Cl)(Cl)Cl)cc1 (centres undefined) | 1.6 | 15* | 15 | 1 | 1 | 3 | 12 | -1 | 3
CC(C)C(NC(=O)C1CCCCC1)C(=O)Nc1ccccn1 (centres undefined) | 0.2 | -1 | 7 | -11 | -3 | 7 | 9 | 1 | 0
COc1ccc(CN2C(=NC(=O)C3CC3)SC3CS(=O)(=O)CC32)cc1 (centres undefined) | -0.5 | -1 | 8 | 9 | 1 | 22 | -2 | 2 | 0
CCN(CC)S(=O)(=O)c1ccc(C)c(NC(=O)COC(=O)c2ccc(C)c(S(=O)(=O)N3CCOCC3)c2)c1 | -2.1 | 1 | 13 | -8 | 0 | 14 | -7 | -4 | -1
CC(Oc1cc2oc(=O)c3c(c2cc1Cl)CCC3)C(=O)NCCCN1CCCC1=O (centres undefined) | 0.2 | 2 | -3 | 11 | -2 | 2 | 9 | 0 | -4
Cc1cccc(NC(=O)c2cc(N3CCOCC3)nc3ccccc23)c1 | 2.0 | -1 | 4 | -2 | 0 | 4 | 20 | 11 | -7
Cc1cc(C)nc(NS(=O)(=O)c2ccc(NS(=O)(=O)c3ccccc3)cc2)n1 | 2.0 | 4 | -7 | 12 | -4 | -2 | 18 | 9 | 1

SMILES | CHOP UPR activ | GRIN3A LBD mod | tim23-1 inh | Mdm2-MdmX inh | APJ ag | tim10-1 inh | NLRP3 yeast inh | TIM10 inh | UPR XBP1 act
CN(C(=O)c1cccc(NC(=O)C2CCCN(C(=O)OC(C)(C)C)C2)c1)C1CCC1 (centres undefined) | -0.3 | 1 | 26 | 6 | -3 | 16 | -7 | 7 | -1
COc1ccc(CCNc2cc(C)nc3c(-c4ccc(Cl)cc4)cnn23)cc1OC | -2.6 | 1 | 28 | 39 | -2 | 30 | 1 | 18 | -8
Cc1cc(C)c(C(=O)COC(=O)CCn2c(C)csc2=O)cc1C | -0.2 | -2 | 26 | -13 | 9 | 29 | 32 | 8 | -3
CCn1c(SCC(=O)N2CCOCC2)nc(O)cc1=O | -2.1 | 2 | -7 | 1 | -1 | -5 | 10 | 1 | 0
Cc1ccc(S(=O)(=O)N2CCN(C(=O)COC(=O)Cc3ccc(F)cc3)CC2)c(C)c1 | 1.7 | 2 | 28 | -13 | -2 | 21 | 6 | 12 | 1
CCN1C(=O)N[C@@H](c2cccc(F)c2)C(C(=O)OC)=C1C | 0.3 | -2 | 8 | -8 | -2 | -3 | 3 | -2 | -1
COc1ccc(/C=C(\NC(=O)c2ccc([N+](=O)[O-])cc2)C(=O)NCCN2CCOCC2)cc1 | 0.7 | 0 | 6 | -3 | -1 | 19 | 11 | -13 | -5
CN1C(=O)c2cccc3c(S(=O)(=O)NCc4ccco4)ccc1c23 | 0.6 | 3 | 14 | 21 | 4 | -10 | 10 | 1 | -4
